Source: PubChem BioAssay
Rad51 HR inh = Rad51 (human) homologous recombination inhibition; inhibition, % at 10 µM; 200,000 compounds, 0.085% hits; Q06609; AID 1385; hRad51 DNA strand exchange, fluorescence dequenching;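 active = inhibition above 40% at the single screening dose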;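 also: 0% = DMSO control wells and 100% = blanks with heterologous ssDNA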
Target sequence (Q06609 whole entry, looked up): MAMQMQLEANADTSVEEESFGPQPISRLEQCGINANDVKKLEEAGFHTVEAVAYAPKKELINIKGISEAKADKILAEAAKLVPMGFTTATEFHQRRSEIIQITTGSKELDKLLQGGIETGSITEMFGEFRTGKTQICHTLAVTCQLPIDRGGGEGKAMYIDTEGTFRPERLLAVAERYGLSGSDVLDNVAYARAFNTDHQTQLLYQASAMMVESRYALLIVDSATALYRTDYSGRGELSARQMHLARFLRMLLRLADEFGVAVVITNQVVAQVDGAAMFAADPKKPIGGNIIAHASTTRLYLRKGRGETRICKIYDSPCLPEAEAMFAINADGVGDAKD
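material = hRad51 filaments on single-stranded DNA | timing = filaments 15 min 37 °C, then compound 30 min | signal = FRET fluorescence dequenching, excitation 485 nm, emission 520 nm | benchmarks = control wells and blank wells on each plate | evaluation = percent inhibition relative to plate controls and blanks | compound = 10 µM final, single point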
Calpain2 inh = inhibitors of pig calpain II | purified calpain II, fluorogenic peptide substrate, 30 min | inhibition, % at 16 µM | 220,000 compounds, 0.37% hits | AID 1236;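 active = inhibition above about 50%, limit read from the data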
EBV gp42 block = inhibitors of Epstein-Barr virus glycoprotein 42. inhibition, % (tested at 21.74 µM). AID 1085. Q1HVG2. 220,000 compounds, 0.42% hits. Fluorescence polarization binding assay, mP read-out; in the data active = inhibition above about 50%
L929 necroptosis = L929 zVAD cell death inhibition. viability rescue, % at 10 µM. 220,000 compounds, 0.38% hits. L929 zVAD necroptosis rescue, ATP luminescence, 24 h; with zVAD 60 µM;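 active = activation, scaled between plate controls, above about 75%, limit read from the data; inactive = activation under that limit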;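 also: 0% = zVAD with DMSO and 100% = DMSO alone without zVAD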
Cl transport mod = modulators of human KCC2 chloride dependent transport. Q9H2X9. KCC2 cells, thallium flux FluoZin-2 fluorescence. B-score of Tl+ flux slope (higher = more flux/activation; lower = inhibition) at 10 µM. 190,000 compounds, 2.2% hits;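 active = thallium flux slope and its plate-corrected score both differing from the plate sample mean at a set confidence after two filtering rounds, in either direction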;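 also: slope of fluorescence scaled to starting intensity during 10 to 20 s after thallium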
PERK inhibitor = blocks human PERK kinase | Q9NZJ5 | CHO PERK-DD fusion, SEAP luminescence translation reporter | inhibition, % at 5.6 µM | 220,000 compounds, 0.17% hits;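 active = inhibition above the mean inhibition of all tested compounds plus 3 SD, set separately per screening campaign, cut at about 2.9% in these data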;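 also: PERK kinase domain activated by AP20187 dimerizer at 100 nM; 0% = DMSO with dimerizer and 100% = rapamycin at 8.4 µM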
eIF4E 4G PPI = inhibitors of eIF4E and eIF4G interaction in translation initiation; P63073+Q04637; TR-FRET eIF4E-eIF4GI(517-606) binding, 2 h; inhibition, % at 21.7 µM; 220,000 compounds, 0.37% hits;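 active = inhibition above about 30%, limit read from the data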;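 also: 0% = full FRET control wells and 100% = background wells lacking eIF4GI fragment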
TNF death inh = blocks TNF-alpha induced death of Jurkat FADD-/- cells; Jurkat FADD-/- TNF necroptosis rescue, ATP luminescence, 24 h; 0 = TNF only, 100 = no-TNF cells; activation (protection from cell death), % at 10 µM; 220,000 compounds, 0.068% hits; AID 463075;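 active = activation, meaning protection from cell death, of at least 50% relative to plate controls; inactive = activation below 50%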;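 also: necroptosis triggered by 40 ng/mL TNF-alpha added together with compound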
MDM2 E3 inh = Mdm2 E3 ligase (human) inhibition; signal enhancement, % at 5 µM; Q00987; cell-based MDM2 ubiquitination luciferase reporter, 2 h; 0 = plate control, 100 = twice control, blank-subtracted; 210,000 compounds, 0.11% hits;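 active = signal enhancement of 30% or more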;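 also: luminescence tracks abundance of the self-degrading MDM2-luciferase fusion protein; higher signal means inhibition of MDM2 E3 ligase activity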
Target sequence (Q00987 whole entry, looked up, the tested form may be a part): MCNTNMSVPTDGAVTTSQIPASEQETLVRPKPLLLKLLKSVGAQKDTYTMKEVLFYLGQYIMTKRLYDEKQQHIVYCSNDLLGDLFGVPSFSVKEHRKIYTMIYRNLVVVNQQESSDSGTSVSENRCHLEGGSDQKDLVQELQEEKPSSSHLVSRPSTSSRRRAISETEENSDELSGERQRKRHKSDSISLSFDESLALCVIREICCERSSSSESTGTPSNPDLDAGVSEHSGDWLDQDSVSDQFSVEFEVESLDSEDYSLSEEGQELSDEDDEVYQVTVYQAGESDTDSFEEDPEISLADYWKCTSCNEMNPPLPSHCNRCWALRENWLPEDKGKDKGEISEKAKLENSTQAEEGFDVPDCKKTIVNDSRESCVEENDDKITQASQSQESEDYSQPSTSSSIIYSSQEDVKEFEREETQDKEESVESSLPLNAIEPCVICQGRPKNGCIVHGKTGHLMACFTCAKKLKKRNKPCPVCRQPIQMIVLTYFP
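Assay system: stable mammalian line carrying autodegrading MDM2–luciferase fusion reporter; Input: 2000 cells in each well; Compound dosing: single-point 5 µM; Schedule: 2 h compound exposure at 37 °C; Signal: SteadyLite luciferase luminescence after 15 min room-temperature reagent incubation; Evaluation: % luminescence enhancement versus blank-corrected plate control mean; Benchmarks: plate controls and plate blanks.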
* marks the source's active call; other numbers are inactive results; i = inactive; . = not tested or not shown; [ ] = remark or other dose. Random draw from the library; overall some 3.6% were active at least once.

mol,Rad51 HR inh,Calpain2 inh,EBV gp42 block,L929 necroptosis,Cl transport mod,PERK inhibitor,eIF4E 4G PPI,TNF death inh,MDM2 E3 inh
Cc1ccc(Nc2nc(N)nc(CCl)n2)c(C)c1,.,7,-7,-0.6,-0.77,-1.4,2,-26,-6
O=C(NCc1ccco1)C1CCN(S(=O)(=O)c2ccc(-n3cnnn3)cc2)CC1,-2,-4,-6,-0.1,0.92,0.9,1,-0.3,7
Cc1ccccc1NC(=O)C12CC3CCC1(C)C3(C)CO2 (stereo unspecified),-4,-11,-8,12,-0.72,0.7,2,-0.7,-3
Cc1ccc(C)c(NC2=CC(=O)CC(C)(C)C2)c1C#N,2,0,-8,-0.1,.,0.4,1,-2.4,.
CC1=C(C(=O)Nc2ccc(C)cc2)C(c2ccc(C)o2)C2=C(CC(C)(C)CC2=O)N1 (stereo unspecified),2,24,-8,0.0,-1.5,-1.1,6[fluorescence artefact?],-2.4,-17
Cc1cc(C)n(-c2cccc(Cl)c2C#N)n1,.,-166,-18,-0.5,-0.33,1.6,-3,0.1,-6
COc1ccccc1NC(=O)CSc1nccc(=O)[nH]1,9,10,-16,-0.1,0.14,0.5,1,-0.2,-22
Cc1cc(=O)c2n(Cc3ccccc3Cl)nc[n+]2[nH]1,2,-4,2,-0.4,0.42,0.0,1,2.9,-2
Fc1ccc(C2c3cccn3CCN2C(=S)Nc2cccc(Br)c2)cc1 (stereo unspecified),-3,2,-10,-0.9,0.21,-0.5,-1,0.2,-12
CCN(Cc1ccccc1)C(=O)Cn1c(C(C)O)nc2ccccc21 (stereo unspecified),-5,-8,-12,1.1,-0.1,0.3,-1,0.0,5
N#C/C(C(=O)N1CCOCC1)=C1/SC=C(c2ccccc2)N1c1ccccc1,.,.,.,-0.1,1.8,0.1,.,-0.1,.
COc1ccccc1CNC(=O)C(NS(=O)(=O)c1ccc2c(c1)oc(=O)n2C)C(C)C (stereo unspecified),3,-10,-10,0.3,.,0.8,-2,-0.5,1
CC(C)(C)CN1C(=O)C(=O)NC[C@H]1Cc1cccc2ccccc12,5,-2,-14,0.2,0.63,.,3,2.9,-6
COc1ccc(C(CC(=O)O)NC(=O)OC(C)(C)C)cc1 (stereo unspecified),-9,-13,-8,-0.4,2.2,0.1,1,-1.4,-7
Cc1cccc(N2CN(Cc3cccnc3)CNC2=S)c1C,-3,-4,-11,0.6,0.76,0.1,-3,1.5,-14
Cc1nn(-c2ccccc2)c(C)c1/C=N\NS(=O)(=O)c1ccc(Cl)cc1,11,-36,1,-0.6,0.58,-1.1,0,1.6,-12
NC(=O)CSc1c[nH]c2ccccc12,7,6,-16,-0.1,0.23,0.6,-6,-0.5,-15
Cn1c(=O)c(=O)n(C)c2cc(S(=O)(=O)NCc3ccc(Cl)cc3)ccc21,-3,-34,-17,4.4,-0.86,1.2,0,-0.1,13
CCCCNC(=O)N1CCN(c2ccccc2OCC)CC1,5,-56,-3,5.0,-0.4,0.5,-4,0.0,-6
Oc1ccccc1N=Nc1nc(-c2ccccc2)c(-c2ccccc2)[nH]1,-5,-77,-13,36,-0.26,0.1,-14,-18,0
CC(C)CC(=O)Nc1ccc2oc(-c3cccnc3)nc2c1,2,i,-7,-0.1,0.57,0.2,-20,-3.3,1
CCOc1cc(/C=N/N=C2/NC(=O)C(CC(=O)O)S2)ccc1OCc1ccccc1Cl (stereo unspecified),2,-36,3,1.2,0.16,0.7,2,2.2,-12
O=C1CC(c2cccs2)CC(O)=C1C=NCCN1CCNCC1 (stereo unspecified),-6,-12,-19,2.0,-0.54,-0.8,4,-0.3,-24
CCn1c(=O)c2cc(C(=O)Nc3ccc(OC)cc3OC)sc2c2ccccc21,20,-145,-42,0.8,0.81,0.1,-4,3.3,-7
COc1ccc(CNc2nc3c(c(C(F)(F)F)n2)CCCCC3)cc1,-8,3,7,0.2,-0.79,0.3,4,2.5,-14
CCOC(=O)c1c(C2COc3ccccc3O2)csc1NC(=O)c1ccco1 (stereo unspecified),-2,-145,-17,0.7,-0.14,0.1,26,-2.4,-15
CCC(C)[C@H](N)c1cn([C@@H](CCCCN)C(=O)N2CCNCC2)nn1 (stereo partly specified),-9,-14,-9,-0.5,1.1,0.9,0,0.5,.
COc1ccc2c(c1)N(C(=O)CSc1n[nH]c(C)n1)C(C)(C)C=C2C,-2,8,-3,0.1,-0.39,-0.1,4,-1.5,-3
Cn1c(C(=O)OC(C(=O)NC2CCCC2)c2ccncc2)cc2sccc21 (stereo unspecified),-9,-23,4,0.4,-5.2*,-1.3,5,-4.2,10
Cc1cccc(/C=N/NC(=O)c2cc3c(s2)-c2ccccc2CC3)c1,9,-140,-3,1.6,0.3,-0.2,-2,-9.2,-2

Shown as a hit in Cl transport mod, of those listed so far:
structure	Rad51 HR inh	Calpain2 inh	EBV gp42 block	Cl transport mod	PERK inhibitor	eIF4E 4G PPI	MDM2 E3 inh
Cn1c(C(=O)OC(C(=O)NC2CCCC2)c2ccncc2)cc2sccc21 (stereo unspecified)	-9	-23	4	-5.2*	-1.3	5	10

(list continues)
mol,Rad51 HR inh,Calpain2 inh,EBV gp42 block,L929 necroptosis,Cl transport mod,PERK inhibitor,eIF4E 4G PPI,TNF death inh,MDM2 E3 inh
CCCN1CCOC(CC(=O)Nc2ccc([N+](=O)[O-])cc2)C1=O (stereo unspecified),20,-18,-9,3.2,-0.78,0.8,0,1.2,3
O=C(CS(=O)(=O)c1ccccc1)N1CCCCCC1,5,-19,-19,-0.2,0.31,0.8,-2[fluorescence artefact?],-0.3,-15
CCOC(=O)c1cn2nc(Oc3ccc(NC(C)=O)cc3)ccc2n1,10,-15,-4,1.0,1.2,-0.7,-3,0.0,-2
CCCc1nnc(NC(=O)CC(=O)Nc2ccccc2C(=O)O)s1,1,-26,-15,0.3,0.82,0.7,3,1.1,.
COc1cc(OC)cc(C(=O)N2CCC(N3CCN(c4ccccc4OC)CC3)CC2)c1,.,-14,-21,-0.6,-1.6,-0.8,-3[fluorescence artefact?],-0.3,-3
Cc1nc(N2CCOCC2)c2cc(-c3ccccc3)sc2n1,3,-45,-17,8.3,0.071,-1.0,16[fluorescence artefact?],-1.3,9
Cc1cscc1NC(=O)/C=C/C(=O)O,-31,17,-14,0.5,-0.49,3.5*,0,1.4,8
O=S(=O)(CC(CN1CCCCC1)N1CCCCC1)c1ccccc1 (stereo unspecified),-2,-5,4,75,1,0.4,1,-5.0,-7
Cc1c(NC(=S)NC(=O)C2CCCCC2)c(=O)n(-c2ccccc2)n1C,.,-2,-4,.,1.7,-0.6,4[fluorescence artefact?],2.6,-8
CC(C)/C=N/Nc1nc2c(c(=O)n(C)c(=O)n2C)n1C,23,-3,-8,0.5,-0.07,0.8,-2,5.5,-100
C/C(=N\NC(=O)c1nn(C)cc1Br)c1ccncc1,.,-10,-11,0.8,-0.26,1.3,2,1.0,-3
COc1ccc(NC(=S)N/C(=N/S(=O)(=O)c2ccc(C)cc2)c2ccccc2)cc1,3,-23,3,0.4,4.2*,0.7,-1,-0.7,-15
CCN(CC)c1ccc(S(=O)(=O)Nc2cc(Cl)ccc2Cl)cc1NC(=S)NC(=O)C1CCCC1,-2,-20,-20,-0.4,-0.56,-0.8,-1,2.3,-21
CCC(CC)NC(=O)Cn1c(C(C)NC(C)=O)nc2ccccc21 (stereo unspecified),20,-4,-12,0.0,0.34,1.6,-11,2.5,.
CCOC(=O)C1=C(C)N=C2SCCC(=O)N2C1c1cccs1 (stereo unspecified),-13,-4,-14,-0.4,-0.48,-0.1,-8,-3.4,-9
CCOC(=O)CNC(=O)C(CO)NC(=O)OCc1ccccc1 (stereo unspecified),4,-11,-15,-0.2,-0.0093,0.5,0,-2.6,4
CN1CCN(c2ccc(C(=O)c3ccccc3)cc2[N+](=O)[O-])CC1,.,17,2,0.9,0.034,-1.2,2,0.2,-1
CCCCCCCC1=CC2=CC(=O)C(C)(OC(C)=O)C(=O)C2=CN1CCc1ccccc1 (stereo unspecified),.,-63,5,0.0,-0.42,0.6,8,-1.1,.
Cc1cc[n+](CC(=O)c2ccc(NC(=O)c3ccccc3)cc2)c2ccccc12,-5,-8,-33,2.5,-0.71,-0.2,14,-2.3,-11
O=C1CCCc2c1cc(C(=O)NC1CCSC1=O)c(=O)n2-c1ccccc1 (stereo unspecified),5,-13,-1,-0.3,-0.96,0.2,6,0.9,1
CCOC(=O)NN1C(=O)c2ccccc2NC1c1ccccc1F (stereo unspecified),26,-479,1,-0.4,-0.2,0.9,-4,-1.5,-7
CC(=O)Nc1ccc2nc3ccccc3nc2c1,.,11,48,1.7,0.79,0.1,-1,0.4,-5
O=C(Nc1ccc(F)cc1F)c1sccc1SCc1cccc(C(F)(F)F)c1,.,-17,-7,0.4,-0.28,0.1,-4,1.7,3
CCOC(=O)c1c(C)c(C(=O)NCc2ccco2)c(C)n1C,1,13,-9,2.4,0.12,0.0,4,0.4,-12
CCOc1ccc(C(=O)O)cc1OC,3,10,-5,0.3,0.21,1.3,8,-2.9,-5
Cn1c(SCC(=O)NCc2cccs2)nnc1-c1ccc(O)cc1,-1,-23,-9,4.2,0.82,0.5,0,-0.9,0
Nc1nnc(SCC(=O)OCC(=O)Nc2ccccc2)s1,.,-18,-9,-0.2,-0.48,1.4,-3,-0.2,5
